# High-throughput results deposited in PubChem by several laboratories.
# MazF activator: MazEF (E. coli) toxin RNase activation. hit rate 0.32% among 350,000. FAM/BHQ RNA-DNA oligo cleavage fluorescence, 5 h. activation, % at 20 µM; in the data active means activation above about 50%
# Target sequence (P0AE70 whole entry, looked up): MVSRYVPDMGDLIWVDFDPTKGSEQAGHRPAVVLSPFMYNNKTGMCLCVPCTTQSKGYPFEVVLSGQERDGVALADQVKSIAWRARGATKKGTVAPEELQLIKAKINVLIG
# PrPC surface inh: reduces human prion protein on the cell surface; P04156; cell surface PrPC, TR-FRET read-out; hit rate 0.43% among 370,000; AID 720596; inhibition, % at 13.8 µM; in the data active means inhibition above about 24%; further: 0% = median of the test wells and 100% = reference compound wells
# Mtb BioA inh: BioA (M. tuberculosis) enzyme inhibition. purified M. tuberculosis BioA enzyme, plate reader. inhibition, % at 9.99 µM. hit rate 0.096% among 360,000. AID 602481; in the data active means inhibition above about 40%; inconclusive means no clear call, values can overlap the other calls
# Mtb UGM inh: blocks M. tuberculosis UGM enzyme. P9WIQ1. purified UGM, fluorescence polarization probe displacement. inhibition, % at 10 µM. hit rate 0.06% among 320,000; in the data active means inhibition above about 10%, passing the limit was not always enough; inconclusive means no clear call, values can overlap the other calls
# Rv3671c inh: inhibits the M. tuberculosis serine protease Rv3671c; P9WHR9; inhibition, % at 5.96 µM; hit rate 0.048% among 320,000; AID 2606; in the data active means inhibition above about 38%;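 further: extracellular domain of Rv3671c used as enzyme; 0% = enzyme with DMSO and 100% = no enzyme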
# Target sequence (P9WHR9 whole entry, looked up, the tested form may be a part): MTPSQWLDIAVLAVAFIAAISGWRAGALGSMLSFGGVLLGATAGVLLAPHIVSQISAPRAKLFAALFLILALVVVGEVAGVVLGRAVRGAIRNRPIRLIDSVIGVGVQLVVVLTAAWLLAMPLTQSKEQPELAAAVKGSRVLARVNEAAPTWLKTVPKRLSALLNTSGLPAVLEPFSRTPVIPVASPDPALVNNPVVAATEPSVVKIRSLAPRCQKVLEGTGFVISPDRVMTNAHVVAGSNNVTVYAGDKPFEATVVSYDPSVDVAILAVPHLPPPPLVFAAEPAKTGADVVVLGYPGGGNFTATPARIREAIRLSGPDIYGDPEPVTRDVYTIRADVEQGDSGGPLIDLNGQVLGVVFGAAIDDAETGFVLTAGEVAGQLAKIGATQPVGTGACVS
# BoNT F protease: blocks Botulinum neurotoxin F light chain protease | AID 588497 | Multiplex microsphere protease cleavage assay, flow cytometry | hit rate 0.22% among 360,000 | inhibition, % at 10 µM; in the data active means inhibition above about 35%, passing the limit was not always enough; inconclusive means no clear call, values can overlap the other calls; further: plate controls were buffer without enzyme for full effect and enzyme alone for no effect
# Mtb FBA inh: inhibitors of M. tuberculosis fructose-bisphosphate aldolase. P9WQA3. inhibition, % at 1 µM. hit rate 2.3% among 360,000. purified M. tuberculosis FBA, fluorescence read-out. AID 588726; in the data active means inhibition above about 27%;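 further: 0% = vehicle and 100% = reference inhibitor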
# Target sequence (P9WQA3 whole entry, looked up): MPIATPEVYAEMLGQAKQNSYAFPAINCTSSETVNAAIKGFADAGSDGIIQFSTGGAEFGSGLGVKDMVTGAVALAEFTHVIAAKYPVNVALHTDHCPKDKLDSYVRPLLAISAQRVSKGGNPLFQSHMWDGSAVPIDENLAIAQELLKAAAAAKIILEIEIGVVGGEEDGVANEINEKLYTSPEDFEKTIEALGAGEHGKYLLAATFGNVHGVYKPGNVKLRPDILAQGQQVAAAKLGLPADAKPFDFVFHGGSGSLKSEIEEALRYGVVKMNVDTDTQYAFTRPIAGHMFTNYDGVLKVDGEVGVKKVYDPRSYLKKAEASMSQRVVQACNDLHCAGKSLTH
# FadD28 binding: inhibitors of Mycobacterium tuberculosis FadD28 bisubstrate binding | FadD28 bisubstrate probe binding, fluorescence polarization | inhibition, % at 12.5 µM | hit rate 0.22% among 360,000 | AID 588549; in the data active means inhibition above about 8.5%, passing the limit was not always enough; inconclusive means no clear call, values can overlap the other calls
# GDH-TPI counter: inhibits GDH-TPI coupling enzymes, artifact for Mtb FBA screen; GDH-TPI coupled enzyme counterscreen, NADH absorbance; inhibition, % at 4.8 µM; hit rate 1.2% among 360,000; AID 588335; in the data active means inhibition above about 30%;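 further: 0% = DMSO wells and 100% = wells lacking the enzyme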
# * marks the source's active call; other numbers are inactive results; ? = inconclusive; · = no result given; & = joins results of further samples.
SMILES,MazF activator,PrPC surface inh,Mtb BioA inh,Mtb UGM inh,Rv3671c inh,BoNT F protease,Mtb FBA inh,FadD28 binding,GDH-TPI counter
COc1ccc(Cl)cc1NC(=S)N1CCN(c2ccccn2)CC1,0,-1,·,1.6,-3,-2,-2,-3.8,-17
CC1CCCN(CCCOc2ccc(Cl)cc2Br)C1 (stereo unspecified),3,-3,·,0.9,2,22,4,-2.8,1
CN1CCN(CCOC2c3ccccc3CSc3ccc(Cl)cc32)CC1 (stereo unspecified),2,0,2.3,0.2,-6,9,-1,-6.0,14
O=[N+]([O-])c1ccc(N2CCOCC2)cc1NCCCO,6,-36,-0.8,0.1,6,0,-17,0.1,13
CC(C)C(=O)N1CCN(c2ccccc2NC(=S)NC(=O)c2ccco2)CC1,9,-6,0.8,2.0,-1,1,0,-2.2,23
c1ccc(C(=C2CCCO2)c2ccccc2)cc1,-10,-3,1.2,·,·,-5,0,-0.4,10
COc1cccc(Nc2ncnc3sc(C)cc23)c1,14,10,4.6,4.3,-7,-3,1,-3.4,2
C/C(=N\NC(=O)c1ccccc1O)C1CC1,40,-6,1.2,-0.2,12,-2,-1,·,2
CCOc1cc(C(=S)N2CCOCC2)ccc1OC(=O)c1ccc(C)cc1,-4,-1,6.9,-1.4,1,?,-5,-3.4,-1
O=C(CN1C(=O)NC2(CCCC2)C1=O)N1CCN(S(=O)(=O)c2cc(Cl)ccc2Cl)CC1,1,-6,-1.7,2.1,-9,1,0,-1.3,3
CN(C(=O)C(Cl)Cl)c1ccc(OC(=O)c2ccco2)cc1,3,1,0.1&3.8,-0.7,1,-4,-3,-3.7,-8
COCCn1c(SCc2cnc(-c3ccccc3)s2)nnc1-c1ccncc1,1,10,1.2,-1.1,-1,19,-1,-0.4,7
CCN(CC)c1ccc(N=Cc2c(O)n(-c3ccccc3)c(=O)[nH]c2=O)cc1,-54,-1,·,-1.1,-5,0,-5,0.6,11
CC1(C)Cc2c(c(-c3ccccc3)[nH]c(=O)c2C#N)CS1,-3,-4,2.2,1.5,-2,6,29*,0.0,25
Cc1ccc(Cl)cc1NC(=O)CN1CCOCC1,11,0,·,1.3,4,0,3,0.0,-2
COc1ccc(S(=O)(=O)N(C)C[C@@H]2OCc3cnnn3CCCC(=O)N([C@H](C)CO)C[C@@H]2C)cc1,6,1,-0.6&-0.7,·,·,0,-1,-2.0,3
CSC1=NC2(CCCCC2)CC12C=CC(=O)C=C2,8,-4,·,-0.6,6,1,0,-3.0,-9
Cc1onc(-c2c(Cl)cccc2Cl)c1C(=O)c1c[nH]c(C(=O)NC2CC2)c1,0,-1,0.5,-0.7,4,0,1,0.4,-13
O=C(Nc1cccc(S(=O)(=O)N2CCOCC2)c1)c1cc([N+](=O)[O-])ccc1N1CCOCC1,4,-10,-0.3,0.1,0,7,0,-3.9,9
CCCNC(=O)CCNC(=O)[C@H](O)C(C)(C)CO,6,-4,-2.0,·,·,1,0,-3.1,1
C[C@H](CO)N1C[C@H](C)[C@@H](CN(C)C(=O)Nc2ccccc2)Oc2ccc(NC(=O)CCC(F)(F)F)cc2C1=O,6,-3,-1.9&0.1,-2.2,-6,-4,4,1.8,9
COc1ccc(S(=O)(=O)NCC(=O)Nc2ccc3c(c2)OCCO3)cc1OC,-28,-3,-0.4,0.1,-5,11,2,-2.6,9
O=C(CCNS(=O)(=O)c1ccc(OC(F)(F)F)cc1)NCCc1c[nH]c2ccccc12,4,-5,-8.4,-0.2,-9,-10,-2,-2.7,-2
O=C(O)Cc1ccc(O)cc1,7,-7,-0.9,1.1,-1,-4,-1,-2.9,-2
COc1cc(OC)cc(-c2nc3ccccc3c(=O)n2OC(=O)c2ccc(C)c(C)c2)c1,16,-1,·,-1.4,-2,-2,-3,-1.2,6
O=C(NCCCN=C1NS(=O)(=O)c2ccccc21)c1ccc(F)cc1,4,1,3.0,0.4,-2,-6,-2,-4.5,1
COc1ccccc1-c1ccc2c(c1)C(C)(Cc1ccc(F)c(Cl)c1)C(=O)N2 (stereo unspecified),·,7,-0.5,·,·,-6,-2,-2.5,6
O=C(Nc1ccc2c(c1)OCO2)N1CCN(C/C=C/c2ccccc2)CC1,-5,5,3.8,-1.1,7,-4,-1,-1.8,3
CCCN1CCC(=O)N([C@H](COc2ccccc2)Cc2ccccc2)CC1,-4,-5,-3.1,2.4,8,-3,4,0.6,16
Cc1cc(Cl)ccc1NC(=O)c1ccc2c(c1)OCO2,-15,-7,-0.4,-0.8,9,-2,1,0.1,7
COc1cccc(N(C(=O)c2nc3nccc(C)n3n2)c2nc3ccccc3s2)c1,4,0,·,1.0,-8,-5,-4,-2.5,12
CC(C)CN(C(=O)COC(=O)C1c2ccccc2Oc2ccccc21)C1CCS(=O)(=O)C1 (stereo unspecified),-1,-4,·,1.8,-1,0,6,-4.0,-2
COc1cc(CNCc2ccccn2)ccc1OCC(N)=O,1,-4,-0.9,-0.6,2,3,1,0.0,6
O=C(Nc1ccnn1C1CCN(Cc2ccn[nH]2)CC1)c1ccccc1,1,4,-3.6,3.2,6,-32,5,0.3,2
Cc1ccc(S(=O)(=O)N2C[C@H]3C(=O)C[C@@H](c4ccccc4)N(S(=O)(=O)c4ccccc4[N+](=O)[O-])[C@H]3C[C@H]2c2ccccc2)cc1,·,-3,-2.5,·,·,1,-2,-3.0,·
CN(C)c1ccc(N=Nc2nccs2)cc1,2,-44,-4.7,·,·,-4,-17,-1.0,3
COc1ccc([C@H]2C[C@@H](n3cc(-c4ccc(F)cc4)nn3)[C@H](O)CN2Cc2cccs2)cc1,-3,-4,-2.4,·,·,3,1,-2.5,-2
O=C(NNC1=NCCC1)c1cccc(S(=O)(=O)N2CCCCC2)c1,1,-4,·,2.9,6,-4,0,-1.7,5
CC(=O)C12OC(C)(C)OC1CC1C3CCC4=CC(=O)C=CC4(C)C3(F)C(O)CC12C (stereo unspecified),-12,12,-1.8,·,·,6,2,-1.7,11
COC(=O)c1ccc(-c2noc(CN3CCCCC3c3nccn3C)n2)cc1 (stereo unspecified),1,7,0.6,-1.1,5,3,-1,0.6,-1
CC1=CC(C)(C)Nc2ccc(C)cc21,4,1,-0.5,0.0,5,-8,-1,-3.5,7
O=C(OCCCN1C(=O)c2ccccc2C1=O)c1ccco1,2,0,1.3,2.0,3,-6,3,-2.3,5
Cc1cc(C(=O)COc2ncnc3sccc23)c(C)n1C1CC1,0,9,-0.1,1.2,0,-2,0,-3.0,-6
COc1ccc(NC(=S)NNC(=O)CNc2ccc(Cl)cc2)cc1,-3,-1,·,-0.9,3,4,4,-1.9,1
Cc1ccc(S(=O)(=O)NC(C)(C)CSc2nnc(Nc3ccccc3)s2)cc1,0,-2,0.7,0.4,-28,15,-8,-5.7,1
Cc1cc(SC(C)C(=O)Nc2c(C)n(C)n(-c3ccccc3)c2=O)nc2ccccc12 (stereo unspecified),1,4,·,0.4,2,-6,2,-0.7,12
COc1ccc(-c2ccc(C(=O)NCC3CC3)c3occc23)c(C)c1,·,3,0.1,·,·,-15,57*,-15,-1
CC1(C)C2CCC1(CS(=O)(=O)N1CCC(C(N)=O)CC1)C(=O)C2 (stereo unspecified),-7,-4,-2.9,0.8,-4,-2,2,0.3,8
Cc1ccc(NC(=O)Cn2c(=O)n(Cc3ccco3)c(=N)c3c4c(sc32)COC(C)(C)C4)cc1,8,5,0.3,0.3,-9,-8,2,-4.9,12
CCCN1CCC(=O)N([C@H](CSc2ccc(OC)cc2)CC(C)C)CC1,-2,1,0.2,-1.6,3,5,6,-1.8,11

# New compounds follow
SMILES,MazF activator,PrPC surface inh,Mtb BioA inh,Mtb UGM inh,Rv3671c inh,BoNT F protease,Mtb FBA inh,FadD28 binding,GDH-TPI counter
COc1ccc(N(CC(=O)Nc2ccc(S(=O)(=O)N3CCOCC3)cc2)S(=O)(=O)c2ccccc2)cc1,0,1,-1.9,-0.6,-44,-6,-2,0.5,5
CCOc1ccc(CNC(=O)Cn2nc(C)n3nc(-c4ccccc4)cc3c2=O)cc1,-29,5,-0.8,0.8,4,2,3,-4.4,-16
CCOC(=O)Nc1ccc2c(CN3CCC(C(=O)OC)CC3)cc(=O)oc2c1,2,-3,-0.5,0.8,-2,-18,21,-3.8,7
COc1cc(-c2nnc(NC(=O)CCS(=O)(=O)c3ccccc3)o2)cc(OC)c1OC,-8,1,-0.1,1.7,-5,28,3,-0.3,6
COC(=O)c1cc(NS(=O)(=O)c2ccc(NC(C)=O)cc2)ccc1Cl,6,3,-0.4,-3.5,12,-6,1,-5.3,5
O=C(Nc1cccnc1)c1ccc(F)cc1,-1,-5,5.3,1.1,2,-43,2,-3.0,1
CC(=O)C(Sc1nc(N(C)C)nc(N(C)C)n1)C(=O)Nc1ccccc1 (stereo unspecified),-2,-4,12,-1.0,8,-5,-2,-0.5,-1
O=C(Nc1nc2nc(-c3ccccc3)cc(-c3ccccc3)n2n1)c1ccco1,-5,-9,-2.9,2.9,-19,-8,43*,-0.1,28
Cc1ccc(S(=O)(=O)c2nc(S(C)(=O)=O)sc2N2CCOCC2)cc1,5,2,1.5,-0.3,8,-2,-3,-5.6,4
Cc1ccc(C(C)C)c(OCC(=O)NC2CCN(C)CC2)c1,8,3,-1.0,2.3,-2,13,1,-1.7,4

# Record cards, from the list above. Order of screens: MazF activator | PrPC surface inh | Mtb BioA inh | Mtb UGM inh | Rv3671c inh | BoNT F protease | Mtb FBA inh | FadD28 binding | GDH-TPI counter
# Record of COc1ccc(Cl)cc1NC(=S)N1CCN(c2ccccn2)CC1 = 0 | -1 | · | 1.6 | -3 | -2 | -2 | -3.8 | -17
# Record of CCCN1CCC(=O)N([C@H](CSc2ccc(OC)cc2)CC(C)C)CC1 = -2 | 1 | 0.2 | -1.6 | 3 | 5 | 6 | -1.8 | 11

# Some entries already given, reduced to Mtb UGM inh:
canonical_smiles | Mtb UGM inh
CCOC(=O)Nc1ccc2c(CN3CCC(C(=O)OC)CC3)cc(=O)oc2c1 | 0.8
O=C(Nc1nc2nc(-c3ccccc3)cc(-c3ccccc3)n2n1)c1ccco1 | 2.9
COc1ccc(N(CC(=O)Nc2ccc(S(=O)(=O)N3CCOCC3)cc2)S(=O)(=O)c2ccccc2)cc1 | -0.6
COC(=O)c1cc(NS(=O)(=O)c2ccc(NC(C)=O)cc2)ccc1Cl | -3.5
COc1cc(-c2nnc(NC(=O)CCS(=O)(=O)c3ccccc3)o2)cc(OC)c1OC | 1.7

# Carrying on:
SMILES,MazF activator,PrPC surface inh,Mtb BioA inh,Mtb UGM inh,Rv3671c inh,BoNT F protease,Mtb FBA inh,FadD28 binding,GDH-TPI counter
COc1cccc(CNC(=O)c2cccc(S(=O)(=O)N3CCN(c4ccc(F)cc4)CC3)c2)c1,-5,3,-1.1,-3.5,-17,34,-2,0.7,-8
O=C(O)CCC(=O)c1ccc2sc3ccccc3c2c1,1,6,·,·,·,1,8,-5.2,10
CC1(C(=O)Nc2cccc3c2CCCC3)CCN1C(=O)CCC1CCCC1 (stereo unspecified),·,12,0.1,·,·,-2,-2,-1.9,9
O=C1C=CC[C@H](/C=C/C[C@@H](O)C[C@H](O)CCc2ccccc2)O1,6,·,0.6,0.3,-8,-5,4,0.0,5
O=C(/C=C/c1ccccc1Cl)N(Cc1cccs1)C1CCS(=O)(=O)C1 (stereo unspecified),-7,-10,4.7,1.3,-1,·,5,1.2,20
CSc1ccc(N2C(=O)NC3(CCCCC3)C2=O)cc1,-9,-3,-1.6,3.1,-1,2,-2,-3.2,8
CCN(CC(=O)NCCCN1CCOCC1)S(=O)(=O)c1ccc(Cl)cc1,5,-2,-2.2,1.3,-3,1,0,0.2,4
O=C(NNC(=O)c1csc(N2CCOCC2)n1)c1cccnc1,6,1,0.2,-0.7,4,-1,2,-1.0,14
CC1(C)C(c2cccs2)=[N+]([O-])C2(CCCCC/C2=N\NC(N)=S)N1O (stereo unspecified),-2,-4,-1.1,2.1,3,-2,-5,-4.2,3
O=c1[nH]cnc(O)c1C(c1ccc(F)cc1)c1c(O)nc[nH]c1=O,11,-8,0.0,-2.4,0,?,1,2.6,3
CCc1cc(=O)[nH]c(SCc2ccc(C)cc2)n1,-17,10,-2.3,-0.5,4,0,0,-0.7,-5
O=c1c2ccccc2nc2sc(Nc3cccc(Cl)c3)nn12,-47,-8,-0.4,0.1,-10,-5,-1,-13,-4
O=C(CSCc1ccc(Cl)cc1)N1CCCCC1,-2,-4,1.3,2.4,0,-5,-1,-4.9,-3
COc1ccc(CN(C(=O)c2oc3ccccc3c2C)C2CCS(=O)(=O)C2)cc1 (stereo unspecified),-1,-7,3.4,-1.8,5,-25,0,-2.0,5
